# Source: PubChem BioAssay (NCI)
# Growth percent in the NCI-60 one-dose screen (48 h, 10 µM unless noted): 100 = growth as untreated, 0 = no growth, -100 = all killed.
# SN12C: SN12C renal cancer cells; actives 3.8% (n = 81,000); AID 1794767
# SF-295: SF-295 CNS cancer cells | actives 5.6% (n = 79,000) | AID 1794758
# CAKI-1: CAKI-1 renal cancer; actives 4.7% (n = 75,000); AID 1794772
# 786-0: 786-0 renal cancer cells. AID 1794775. actives 5.1% (n = 81,000)
# SF-268: SF-268 CNS cancer cells. actives 3.1% (n = 82,000). AID 1794759
# U251: U251 CNS tumor cells | actives 5.4% (n = 80,000)
# TK-10: TK-10 renal cancer cells | actives 3.9% (n = 81,000) | AID 1794769
# UO-31: UO-31 renal cancer | actives 5.2% (n = 81,000) | AID 1794768
# Active calls of the source: *; x = no result given; & = joins results of further samples; [ ] = remark or other dose. The calls were made as follows: active = growth percent below 10; inactive = the rest. The list is partial. The share of hits here may be higher or lower than overall.
# Order of values – 786-0	SN12C	U251	SF-268	SF-295	TK-10	CAKI-1	UO-31
- NC(=S)c1cn(C2OC(CO)C(O)C2O)c2ncnc(N)c12 (stereo not given)
→ -16*	-11*	-7.3*	-21*	-3.1*	-30*	-37*	-9.3*
- C[C@]12CC[C@H](Cl)CC1=CC[C@@H]1[C@@H]2CC[C@]2(C)C(=O)CC[C@@H]12
→ x	109	102	108	110	110	96	102
- Oc1ccc(Cl)cc1Cc1ccccc1
→ 106	103	97	92	110	103	100	66
- O=C(Oc1c(Cl)cc(Cl)cc1[N+](=O)[O-])C(Cl)(Cl)Cl
→ 107	109	96	98	134	101	94	95
- COC(=O)[C@H](Cc1ccccc1)NC(=O)c1csc([C@@H](C[C@H](C(C)C)N(C)C(=O)[C@@H](NC(=O)[C@H]2CCCCN2C)C2CC2)OC(C)=O)n1
→ 12	22	-5.2*	19	3.8*	x	24	36
- CCOP(=O)(OCC)C(=O)N(CC)CC
→ 98	103	95	101	99	x	103	104
- Cc1ccccc1COC12CCCC(C1)C(C)(C)OO2 (stereo not given)
→ 102	102	100	106	105	95	92	93
- CC(C)=CC(=O)CC(C)(C)N1CC1
→ 106	116	100	102	104	116	98	101
- C#Cc1cccc(NC(=O)Nc2ccc(NS(=O)(=O)F)cc2)c1
→ 94[8.25 µM]	98[8.25 µM]	99[8.25 µM]	99[8.25 µM]	96[8.25 µM]	101[8.25 µM]	89[8.25 µM]	74[8.25 µM]
- CCOC(=O)Nc1cc(Cl)c([N+](=O)[O-])c(N)n1
→ 106	108	93	102	99	99	93	114
- CN(C)P(=O)(OCCOc1ccc(Cl)cc1Cl)N(C)C
→ 107	110	104	111	118	99	88	79
- CC[N+]1(C)CCCC(OC(=O)C(O)(c2ccccc2)c2ccccc2)C1 (stereo not given)
→ 109&101	97&115	95&104	91&116	111&102	103&114	111&86	90&83
- C[C@]12CCC(=O)C=C1CC[C@@H]1[C@@H]2CC[C@]2(C)C(=O)CC[C@@H]12
→ 96	102	104	98	121	x	89	97
- O=P(Oc1ccc(Br)cc1)(N1CC1)N1CC1
→ 61	85	75	81	44	88	13	44
- CC[C@H](C)[C@H](NC(=O)[C@H]1CCCCN1C)C(=O)N(C)[C@H](C[C@@H](OC(C)=O)c1nc(C(=O)NC23CC(C(=O)OC)(C2)C3)cs1)C(C)C
→ 9.6*	33	6.7*	23	2.4*	16	27	33
- O=C1NC(=O)C(=Cc2ccc(F)cc2)C(=O)N1
→ 108	105	92	100	105	101	105	94
- COc1ccc2nc3c(C)n(C)ccc-3c2c1
→ 103	86	82	90	98	113	101	61
- CN=NNc1nc[nH]c1C(N)=O
→ 101&104	104&82	104&81	100&104	105&96	95&91	90&102	86&91
- CN1C(=O)CN=C(c2ccccc2)c2sccc21
→ 97	97	103	106	95	98	98	77
- CCn1cc(C(=O)C2C(C)(C)C2(C)C)c2ccccc21
→ 95	104	102	107	98	134	x	95
- CCC[CH2][Sn]([CH2]CCC)([CH2]CCC)[O]C(=O)CC
→ -94*	-81*	-85*	-97*	-81*	-97*	-95*	-90*
- CCOP(=S)(OCC)Oc1nc(Cl)c(Cl)cc1Cl
→ 104	110	108	106	85	116	83	92
- Cc1cccc(OP(=O)(Oc2cccc(C)c2)Oc2cccc(C)c2)c1
→ 91	92	88	104	96	96	90	60
- CNC(Cc1ccc(OC)cc1)c1ccccc1 (stereo not given)
→ 90	102	101	99	98	x	98	92
- O=[N+]([O-])c1cc([N+](=O)[O-])c(Cl)c(Cl)c1Cl
→ 12	19	-79*	x	98	-99*	x	-63*
- C=CCC1(CC)C(=O)NC(=S)NC1=O
→ 108	93	101	101	108	111	97	84
- O=[N+]([O-])c1ccc(Cl)c(Cl)c1
→ 104	96	102	109	109	101	94	81
- O=NNc1cccnc1
→ 104	98	99	101	93	116	86	79
- CN(CCCl)c1ccc(/C=C/C2=[N+](C)c3ccccc3C2(C)C)cc1
→ 58	1.3*	13	32	46	55	102	87
- CC1=C(CCC=NNC(N)=O)C2=C(C)C3(CC3)[C@@](C)(O)C(=O)C2=C1
→ -3.6*	-61*	-77*	-31*	1.9*	-10*	-60*	-65*

# Laid out differently: results already given
smiles,786-0,SN12C,U251,SF-268,SF-295,TK-10,CAKI-1,UO-31
O=NNc1cccnc1,104,98,99,101,93,116,86,79
COC(=O)[C@H](Cc1ccccc1)NC(=O)c1csc([C@@H](C[C@H](C(C)C)N(C)C(=O)[C@@H](NC(=O)[C@H]2CCCCN2C)C2CC2)OC(C)=O)n1,12,22,-5.2*,19,3.8*,x,24,36
C[C@]12CCC(=O)C=C1CC[C@@H]1[C@@H]2CC[C@]2(C)C(=O)CC[C@@H]12,96,102,104,98,121,x,89,97
CNC(Cc1ccc(OC)cc1)c1ccccc1 (stereo not given),90,102,101,99,98,x,98,92

# (list continues)
# Order of values – 786-0	SN12C	U251	SF-268	SF-295	TK-10	CAKI-1	UO-31
- COC(=O)[C@@H](C)C[C@H](Cc1ccccc1)NC(=O)c1csc([C@@H](C[C@H](C(C)C)N(C)C(=O)[C@@H](NC(=O)[C@H]2CCCCN2C)C2CCCCC2)OC(C)=O)n1
→ 3.2*	13	-19*	8.9*	-3.0*	x	14	32
- COc1cc(/C=C2\C(=O)NC(=O)N(c3ccccc3)C2=O)cc(OC)c1OC
→ 105	107	101	100	100	112	98	91
- CCCn1nnnc1N
→ 99	99	95	90	102	105	102	92
- CCCCCCC(C)(C)c1ccc([C@@H]2C[C@H](O)CC[C@H]2CCCO)c(O)c1
→ 109	95	95	95	89	109	x	67
- Nc1cc(Cl)ccc1O
→ 107&102	95&86	95	101&89	109&103	106&144	111&104	75&71
- c1ccc(CCNCc2ccccc2)cc1
→ 105	100	98	97	100	86	99	88
- O=C(/C=C/c1ccc(Cl)cc1Cl)c1nc2ccccc2n1Cc1ccc(Br)cc1
→ 33	76	45	81	79	100	65	51
- C[C@]12CC[C@H]3[C@@H](CC[C@]45CC(=O)C=C[C@]34C5)[C@@H]1CCC2=O
→ 103	106	93	106	100	118	97	101
- CC1CC(C)OP(=O)(OCCC#N)O1 (stereo not given)
→ 112	95	107	101	x	109	108	81
- O=C(C(=O)N1CCOCC1)c1cn(Cc2ccc(Cn3cc(C(=O)C(=O)N4CCOCC4)c4ccccc43)cc2)c2ccccc12
→ 96	82	90	86	99	90	65	43
- CCCCCCCCCCCCCCCCCCn1cc[n+](C)c1
→ -82*	-68*	-64*	-45*	-22*	-72*	-79*	-66*
- COc1cc2c(cc1OC)[C@@]13CCN4C=C5[C@H](C(F)(F)F)CO[C@H]6CC(=O)N2[C@H]1[C@H]6[C@H]5C[C@H]43
→ 106	112	103	105	105	122	100	93
- CC1(C)C(=O)CC[C@H]2C1=CC[C@@H]1[C@@H]2CC[C@]2(C)[C@@H](O)CC[C@@H]12
→ 108	100	99	95	106	105	106	79
- CC1=C2CCC3C(CC[C@]4(C)C(=O)CCC34)[C@@]2(C)CCC1=O (stereo not given in full)
→ 51	54	69	83	27	93	78	29
- c1ccc2c(CN3CCCCC3)c[nH]c2c1
→ 110&102	105&96	104&102	96&108	101&100	109&112	99&97	97&76
- CN(N)c1ccc([N+](=O)[O-])cc1[N+](=O)[O-]
→ 91	98	100	101	95	103	91	75
- COc1cc(N(CCCl)CCCl)c(OC)cc1/C=N/NC(=O)CC(N)C(=O)O (stereo not given)
→ 103	96	x	105	93	109	89	90
- CC(C)C[C@H](NC(=O)CNC(=O)C[C@H]1O[C@@H]2OC3(C)CC[C@H]4[C@H](C)CC[C@@H]([C@H]1C)[C@@]24OO3)B(O)O
→ 21	-53*	14	17	-64*	12	19	16
- COc1ccc2c(c1)c(-c1nc(-c3cn(C)c4ncccc34)cs1)cn2CCCCN1CCOCC1
→ -72*	68	-55*	53	-48*	70	41	34
- O=S(=O)(CCl)C(Cl)(Cl)Cl
→ 101	115	104	118	x	108	117	94
- COC(=O)C[Se]C(=O)c1ccccc1OC(C)=O
→ 90	93	66	72	53	93	88	36
- COc1ccc2c(c1)Oc1nc(N)c(C#N)c(N)c1C2c1cc(OC)c(OC)c(OC)c1 (stereo not given)
→ 98	99	97	120	99	x	98	91
- C[C@]12CC[C@H]3[C@@H](CC[C@@H]4C[C@@H](O[C@@H]5O[C@H](CO)[C@@H](O)[C@H](O)[C@H]5O)CC[C@@]43C=O)[C@@]1(O)CC[C@@H]2c1ccc(=O)oc1
→ 101	89	90	102	98	84	100	100
- CC(C)[C@]12O[C@H]1[C@@H]1O[C@]13[C@]1(O[C@H]1C[C@H]1C4=C(CC[C@@]13C)C(=O)OC4)[C@@H]2OC(=O)OC(C)(C)C
→ 12	20	16	-2.3*	-29*	5.2*	-50*	1.2*
- CC(Cl)CN(C)C (stereo not given)
→ 111	107	108	107	111	68	102	78
- CCN(CC)CCN(C)C(=O)C(O)(c1ccccc1)c1ccccc1
→ 102	105	98	110	89	119	90	83
- CCOP(=O)(OCC)C(O)c1ccc(Cl)cc1Cl (stereo not given)
→ 102	94	102	110	98	106	94	77
- CC(C)(C)[C@H](NC(=O)c1cn(CCC2CCCCC2)c2ccccc12)C(N)=O
→ 97	92	93	89	93	110	x	62
- COc1cc(/C=N\N=C(N)N)cc([N+](=O)[O-])c1O
→ 111	101	104	103	85	119	94	78
- Cc1ccc(C(=O)C2C(c3ccccc3)N2C2CCCCC2)cc1 (stereo not given)
→ 98&101	100&107	93&106	102&111	106	108&137	94&107	73&93
- O=C(Cc1ccccc1)NC(O)C(Cl)(Cl)Cl (stereo not given)
→ 95	99	100	104	103	100	108	94
- CCOC(=O)CCN(C)C1=Nc2ccc(Cl)cc2C(c2ccccc2)=[N+]([O-])C1
→ 117	98	100	100	102	91	x	79
- c1ccc2c(c1)O[As](O[As]1Oc3ccccc3O1)O2
→ 25	40	1.1*	19	99	62	16	32
- CCCCCCCCC(CO)NCCc1ccccc1 (stereo not given)
→ 102	99	93	100	98	99	x	88
- Cc1ccc(NC2=N[C@]34CC(=O)CC[C@]3(C)[C@H]3CC[C@]5(C)C(=O)CC[C@H]5[C@@H]3C[C@@H]4S2)c(C)c1
→ 5.5*	26	18	47	64	63	50	34
- CC(N)Cc1ccc(O)cc1 (stereo not given)
→ 99	105	106	99	118	98	103	79
- Cn1cc(C(=O)C[n+]2ccccc2)c2ccccc21
→ 97	101	97	95	102	115	99	98
- O=C(NC1=NN(Cc2ccccc2)C(=O)C1)c1ccc(S(=O)(=O)F)cc1
→ 97	105	x	102	96	100	107	84
- CO[C@H](C(=O)O)[C@@H]1Cc2cc3cc(OC4CC(OC5CC(O)C(O)C(C)O5)C(O)C(C)O4)c(C)c(O)c3c(O)c2C(=O)[C@H]1OC1CC(OC2CC(OC3CC(C)(O)C(O)C(C)O3)C(O)C(C)O2)C(O)C(C)O1 (stereo not given in full)
→ 10	15	10	29	11	24	26	8.9*
- C=C1[C@@H](C)C2[C@H](Cc3ccccc3)NC(=O)[C@]23[C@H](OC(C)=O)/C=C/[C@@](C)(O)C(=O)[C@@H](C)C/C=C/[C@H]3[C@@H]1O (stereo not given in full)
→ 29	79	29	34	51	26	x	-15*
- CCCCCn1c(C(=O)c2cccc3ccccc23)nc2ccccc21
→ 87	99	93	109	95	100	x	70
- C=CCC1C(=O)NC(=O)NC1=O
→ 95	x	x	107	101	x	108	95
- C[C@]1(O)CC[C@H]2[C@@H]3CC[C@H]4CC(=O)CC[C@]4(C)C3=CC[C@@]21C
→ 102	106	98	113	107	114	127	76
- CSc1cc(/C=C(\C)[C@@H]2C[C@@H]3O[C@]3(C)CCC[C@H](C)[C@H](O)[C@@H](C)C(=O)C(C)(C)[C@@H](O)CC(=O)O2)n(CCNC(=O)OC(C)(C)C)n1
→ 67	84	67	71	74	77	46	55
- O=S1(=O)NCCCN1O
→ 102	105	106	102	167	x	214	78
- N#CCc1ccc(N)cc1
→ 103	102	98	100	104	103	97	85
- O=C(CCN1CC1)OCC1CC2C=CC1C2 (stereo not given)
→ 106	105	98	101	105	106	92	92
- COC(=O)CC[C@@H](C)[C@H]1CC[C@H]2[C@@H]3CC[C@@H]4C[C@]5(CC[C@]4(C)[C@H]3C[C@H](OC(C)=O)[C@]12C)OO[C@@](C)(C(F)(F)F)O5
→ 83	90	89	81	96	91	64	72
- COc1ccccc1/C=C(/C)[N+](=O)[O-]
→ 101&82	99&33	99&83	99&80	95&102	95&75	95&86	83&79
- CC12C=CC(=O)C=C1CC(O)C1C2CCC2(C)C1CCC2(C)O (stereo not given)
→ 117	107	117	92	90	112	90	88
- O=C(CCN1CC2CCC(CC2)C1)c1ccco1
→ 104	105	106	102	101	101	104	83
- C[C@]12C[C@@H](CO)[C@H](O)C[C@@H]1CC[C@@H]1[C@@H]2CC[C@]2(C)[C@@H](O)CC[C@@H]12
→ 102	106	96	103	113	103	94	90
- CC(Cc1ccccc1)NCC(=O)c1ccc(O)c(O)c1 (stereo not given)
→ 92	93	93	90	101	89	96	68
- ClCCN(CCCl)c1ccc(/C=N\N=C\c2ccc(N(CCCl)CCCl)cc2)cc1
→ 32	36	47	41	11	47	7.3*	-16*
- C[Se]CC(O)C(=O)N1CCOCC1 (stereo not given)
→ 99	94	91	102	97	96	98	93
- O=C(C(=O)N1CCCC1)c1cn(Cc2ccccc2)c2ccccc12
→ 89	92	96	90	103	85	81	72
- CCCC1(CCO)C(=O)NC(=S)NC1=O
→ 110	106	100	101	119	113	93	94
- CCC1CN1P(=O)(Oc1ccc(Cl)cc1)N1CC1CC (stereo not given)
→ 97	95	101	93	111	93	97	81
- CC(C)(C)C1(CCO)C(=O)NC(=S)NC1=O
→ 107	109	105	109	103	117	96	92
- CC(C)(C)c1ccc(CC#N)cc1
→ 95	111	103	101	107	118	99	91
- CC(C)[C@@]12CC[C@@H]3[C@@]4(C)CCC[C@@](C)(C(=O)N5CCN(C)CC5)[C@@H]4C[C@H]4O[C@@]34[C@@H](OO1)O2
→ 80	82	80	77	97	106	82	69
- O=[N+]([O-])CC(c1ccccc1F)c1c(-c2ccccc2)[nH]c2ccccc12 (stereo not given)
→ 89	86	83	75	73	107	51	64
